E-sel inducer – induces E-selectin expression in human endothelial cells | 260,000 tested, 0.37% active | HUVEC E-selectin immunofluorescence imaging; normalized: neutral wells 0, TNF-alpha wells 100 | P16581 | AID 686992 | activation, % at 7.58 µM;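 active means mean E-selectin-positive cell signal at least 10% of the positive control, reached in at least 60% of replicates, without over 20% cell loss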;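 further: in these data hits start at about 27%; measured in HUVEC primary endothelial cells; signal is the percent of cells scored E-selectin positive by PE staining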
Target sequence (P16581 whole entry, looked up): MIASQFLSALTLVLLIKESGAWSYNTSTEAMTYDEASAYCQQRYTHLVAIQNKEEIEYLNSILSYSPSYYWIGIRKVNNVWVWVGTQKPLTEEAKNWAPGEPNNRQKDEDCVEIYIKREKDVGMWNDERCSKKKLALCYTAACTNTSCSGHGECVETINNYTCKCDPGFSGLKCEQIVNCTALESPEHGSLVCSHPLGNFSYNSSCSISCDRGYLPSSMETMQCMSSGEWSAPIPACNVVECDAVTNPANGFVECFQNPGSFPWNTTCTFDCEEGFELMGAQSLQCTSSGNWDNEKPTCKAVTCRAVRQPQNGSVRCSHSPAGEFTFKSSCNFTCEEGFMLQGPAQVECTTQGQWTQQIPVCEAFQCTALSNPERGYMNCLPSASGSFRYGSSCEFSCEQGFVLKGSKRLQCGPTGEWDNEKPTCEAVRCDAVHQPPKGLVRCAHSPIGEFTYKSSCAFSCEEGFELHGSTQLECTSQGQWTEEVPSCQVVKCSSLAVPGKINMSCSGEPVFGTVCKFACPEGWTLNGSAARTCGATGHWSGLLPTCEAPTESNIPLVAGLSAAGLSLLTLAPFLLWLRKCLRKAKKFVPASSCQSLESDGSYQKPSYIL
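Assay system: HUVEC, human umbilical vein endothelial cells / Amount: 3,000 HUVEC/well / Controls: TNF-alpha positive control, DMSO neutral control / Compound dosing: single concentration / Medium: EGM-2 over gelatin coat / Evaluation: percent E-selectin-positive cells / Signal: immunofluorescence imaging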
RAD54 branch – RAD54 (human) branch migration inhibition; RAD54 Holliday junction branch migration, FAM/BHQ fluorescence; inhibition, % at 10.4 µM; 360,000 tested, 0.14% active; AID 602329;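 active means mean normalized replicate activity at least 40 and at least half of replicates scoring 40 or more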;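 further: 0% = median of neutral control wells and 100% = median of positive control wells; inhibitors cause a drop in the FAM fluorescence signal; in these data hits start at about 50%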
RAD52 inh – blocks human RAD52 DNA annealing. inhibition, % at 18.7 µM. 360,000 tested, 0.46% active. recombinant RAD52 DNA annealing, FRET fluorescence. P43351. AID 651710;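 active means every replicate showing at least 50% inhibition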
Target sequence (P43351 whole entry, looked up): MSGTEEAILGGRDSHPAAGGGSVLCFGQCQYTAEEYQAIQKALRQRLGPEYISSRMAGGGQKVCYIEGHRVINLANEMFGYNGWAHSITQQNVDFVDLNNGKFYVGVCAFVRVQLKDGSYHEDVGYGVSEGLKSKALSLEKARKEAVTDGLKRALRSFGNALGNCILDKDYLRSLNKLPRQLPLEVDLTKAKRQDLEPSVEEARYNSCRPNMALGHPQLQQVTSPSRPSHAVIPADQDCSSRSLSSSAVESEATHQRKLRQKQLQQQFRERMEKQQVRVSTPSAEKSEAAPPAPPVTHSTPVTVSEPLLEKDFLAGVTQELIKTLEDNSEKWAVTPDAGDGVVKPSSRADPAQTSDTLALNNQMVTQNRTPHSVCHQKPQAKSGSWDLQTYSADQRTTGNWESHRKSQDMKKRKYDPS
ERAP1 inh – ERAP1 (human) enzyme inhibition; inhibition, % at 10.7 µM; 340,000 tested, 0.15% active; recombinant ERAP1, Leu-AMC fluorescence, 60 min;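 active means mean replicate inhibition of at least 30%, or all replicates individually reaching that 30% level; inactive means mean below 30% and not every replicate reaching it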;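 further: 0% = neutral control wells and 100% = L-leucinethiol positive control wells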
PGC1a acetyl inh – PGC1a acetylation modulation, inhibitor mode | U2OS PGC1a acetylation, AlphaScreen anti-acetyl-lysine; with virally co-expressed GCN5 acetyltransferase | inhibition, % at 15.6 µM | 350,000 tested, 0.17% active | AID 651687;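 active means every replicate shows inhibition of at least 40%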;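 further: 0% = neutral control wells and 100% = positive control wells; some results beyond the cut were filed as inactive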
miR-122 sensor – miR-122 inhibition in Huh7 cells; Huh7 miR-122 Renilla luciferase sensor, 48 h; neutral wells = 0, positive control = 100; activation (reporter increase), % at 12.5 µM; 340,000 tested, 0.3% active;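 active means mean replicate activation score at least 90 and every replicate individually at or above 90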;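 further: higher luciferase means less miR-122 activity so hits act as miR-122 inhibitors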
PglD inh – inhibitors of Campylobacter jejuni PglD acetyltransferase. inhibition, % at 12.5 µM. purified PglD enzyme, DTNB colorimetric CoA detection. 360,000 tested, 0.098% active; in the data active means inhibition above about 16%, passing the limit was not always enough; further: strong numbers were not always called active
Cneo AK release – causes C. neoformans cell lysis; lysis activity, % at 15 µM; 360,000 tested, 0.2% active; AID 651654; adenylate kinase release luminescence, 4 h; normalised: neutral wells 0, clomiphene wells 100;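 active means mean lysis activity across replicates of at least 80%, whatever share of replicates individually reach that level; inactive means mean lysis activity below 80%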
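Signal: Adenylate kinase release luminescence | Assay system: Log-phase Cryptococcus neoformans yeast cells | Input: Cells at 5 × 10^6 per mL | Buffer or medium: Fresh YPD growth medium | Compound: Single dose | Schedule: Static 4 h at 37 °C with compound, 1 h detection | Controls: Clomiphene | Read-out: Luminescence rise reflecting yeast cell lysis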
Numbers without * were called inactive; & = joins results of further samples; [ ] = dose if it differs, or a comment.

CC(=O)c1sc(N/N=C2\CC3CCC2(C)C3(C)C)nc1C (stereo not drawn) was read as E-sel inducer 0.2, RAD52 inh -8, ERAP1 inh 1 and PGC1a acetyl inh -27.
`Cc1ccc(Cl)cc1-c1cc(C(=O)NCc2ccccc2)[nH]n1` gave E-sel inducer -0.2, RAD54 branch -2, RAD52 inh -2, ERAP1 inh -4, PGC1a acetyl inh 1, miR-122 sensor -3, PglD inh -3 and Cneo AK release -13.
Screening CN(c1ccccc1)c1nc(N)c([N+](=O)[O-])c(Nc2ccccc2F)n1 returned E-sel inducer 0.1, RAD54 branch 8, RAD52 inh -23, ERAP1 inh -1, PGC1a acetyl inh -21, PglD inh 2 and Cneo AK release 12.
For Cc1ccc(C(=O)NCCSc2snnc2C)cc1 the results were RAD54 branch 0, PGC1a acetyl inh 19, miR-122 sensor -2, PglD inh -3 and Cneo AK release 0.
Screening O=C(N/N=C/c1cccnc1)c1ccccc1NS(=O)(=O)c1cccs1 returned E-sel inducer 0.1, RAD54 branch 0, RAD52 inh -9, ERAP1 inh 0, PGC1a acetyl inh 1, miR-122 sensor -2 and Cneo AK release 2.
For O=C(NC1CCCC1)c1cccc(S(=O)(=O)Nc2ccccc2F)c1 the results were RAD54 branch -7, RAD52 inh -18, ERAP1 inh -10, PGC1a acetyl inh 5, miR-122 sensor 21, PglD inh 4 and Cneo AK release -1.
Cc1ccc(NC(=O)c2ccc(NS(=O)(=O)/C=C/c3ccccc3)cc2)nc1 was read as E-sel inducer 0.5, RAD54 branch 8, RAD52 inh -1, ERAP1 inh 0, PglD inh 0 and Cneo AK release 27.
For C[C@@H]1CN([C@@H](C)CO)C(=O)Cc2cc(NC(=O)Cc3cn(C)c4ccccc34)ccc2O[C@H]1CN(C)Cc1ccncc1 the results were RAD54 branch -13, RAD52 inh 11, ERAP1 inh -2, PGC1a acetyl inh -5, miR-122 sensor 2[16.7 µM], PglD inh -4 and Cneo AK release 0.
For O=C(NCC[C@@H]1CC[C@H](NC(=O)c2ccccc2F)[C@@H](CO)O1)c1ccc2c(c1)OCO2 the results were E-sel inducer -0.7, RAD54 branch 5, RAD52 inh -3, ERAP1 inh -2, PGC1a acetyl inh 8, miR-122 sensor -14[16.7 µM], PglD inh 3 and Cneo AK release 2.
`O=C(NCCCCc1ccccc1)c1cccc(Br)c1` gave E-sel inducer 2.5, RAD54 branch 1, RAD52 inh -14, ERAP1 inh 2, PGC1a acetyl inh 3, miR-122 sensor -6, PglD inh 1 and Cneo AK release 3.
Screening NC(=O)CC(NC(=O)Cc1cccc2ccccc12)c1ccc(NCCc2cccc(F)c2)c([N+](=O)[O-])c1 (stereo not drawn) returned E-sel inducer 1.1, RAD54 branch -12, RAD52 inh -163, miR-122 sensor 11, PglD inh 8 and Cneo AK release 10.
`CCc1nc2ccc(C(=O)N3CCN(C(C)=O)CC3)cn2c1N(CCC(C)C)CCN(C)C` gave RAD54 branch -2, RAD52 inh -10, ERAP1 inh 0, PGC1a acetyl inh 3, miR-122 sensor -4, PglD inh 3 and Cneo AK release -1.
Cc1noc(C)c1NC(=O)N(C)C[C@H]1OCCCC[C@@H](C)Oc2ccc(NS(=O)(=O)c3ccccc3)cc2C(=O)N([C@H](C)CO)C[C@@H]1C was read as E-sel inducer -1.7, RAD54 branch -4&-1, RAD52 inh -23&-4, ERAP1 inh -1&-2, PGC1a acetyl inh 5&14, miR-122 sensor -3, PglD inh -4&2 and Cneo AK release 1&0.
For CCN(CCCNC(=O)CCNC(=O)Cn1cnc2ccccc2c1=O)c1ccccc1 the results were RAD54 branch -8, PGC1a acetyl inh -5, miR-122 sensor -5 and Cneo AK release 5.
N#Cc1cc([N+](=O)[O-])ccc1NC(=O)CSc1n[nH]c(=O)[nH]c1=O was read as E-sel inducer 0.1, RAD54 branch -13, RAD52 inh -9, ERAP1 inh -3, PGC1a acetyl inh 17, miR-122 sensor 5, PglD inh -3 and Cneo AK release 3.
For C[C@@H]1CN([C@@H](C)CO)C(=O)c2cc(NC(=O)c3ccncc3)ccc2O[C@@H]1CN(C)C the results were RAD54 branch -17, RAD52 inh -5, ERAP1 inh -2, PGC1a acetyl inh -5, miR-122 sensor 5[16.7 µM], PglD inh 8 and Cneo AK release -1.
For COCCOC(=O)c1c(C)oc2ccc(NS(=O)(=O)c3ccc(F)cc3)cc12 the results were E-sel inducer 4.5, RAD54 branch 1, RAD52 inh -11, PGC1a acetyl inh -3, miR-122 sensor 64, PglD inh 2 and Cneo AK release -1.
Screening CC(=O)c1c(C)[nH]c(C(=O)OCC(=O)N2CCc3ccccc32)c1C returned RAD54 branch 5, PGC1a acetyl inh 5, miR-122 sensor 2, PglD inh -3 and Cneo AK release -1.
Nc1nonc1-n1nnc(C(=O)N/N=C/c2ccccn2)c1-c1ccccc1 was read as RAD54 branch -4, RAD52 inh 4, ERAP1 inh 2, miR-122 sensor -1, PglD inh -2 and Cneo AK release 2.
`COC(C/C=C\C(=O)[C@H](C)OCc1ccccc1)OC` gave E-sel inducer -0.2, RAD54 branch -17, RAD52 inh -32, ERAP1 inh 1, PglD inh 0 and Cneo AK release 1.

The list goes on, overlapping the part above by three compounds.
Screening CC(=O)c1c(C)[nH]c(C(=O)OCC(=O)N2CCc3ccccc32)c1C returned RAD54 branch 5, PGC1a acetyl inh 5, miR-122 sensor 2, PglD inh -3 and Cneo AK release -1.
Nc1nonc1-n1nnc(C(=O)N/N=C/c2ccccn2)c1-c1ccccc1 was read as RAD54 branch -4, RAD52 inh 4, ERAP1 inh 2, miR-122 sensor -1, PglD inh -2 and Cneo AK release 2.
`COC(C/C=C\C(=O)[C@H](C)OCc1ccccc1)OC` gave E-sel inducer -0.2, RAD54 branch -17, RAD52 inh -32, ERAP1 inh 1, PglD inh 0 and Cneo AK release 1.
`COc1ccc(C(=O)COC(=O)c2cccc(-n3cnnn3)c2)c(OC)c1` gave E-sel inducer 0.0, RAD54 branch -15, RAD52 inh -11, ERAP1 inh -1, PglD inh 8 and Cneo AK release 4.
`Cc1ccc2[nH]c(C(=O)N3CCOCC3)cc2c1` gave RAD54 branch 0, RAD52 inh -7, ERAP1 inh 2, PGC1a acetyl inh 8, miR-122 sensor 6, PglD inh 0 and Cneo AK release -2.
Screening CC(C)(C)[C@H]1C=C(C(=O)NC2CC2)O[C@@H](OCc2ccc(CO)cc2)C1 returned E-sel inducer 0.0, RAD54 branch 7&-2, RAD52 inh -7&6, ERAP1 inh 3&0, PGC1a acetyl inh 1, miR-122 sensor -3, PglD inh 1&-3 and Cneo AK release 7&-5.
Screening CC(=O)N1[C@@H](CO)[C@@H](c2ccccc2)[C@@H]1CN(CC(C)C)C(=O)c1ccccn1 returned E-sel inducer -0.2, RAD54 branch 2, PGC1a acetyl inh -1, miR-122 sensor 67[16.7 µM], PglD inh 0 and Cneo AK release 1.
For CC(=O)C12CCCCC1CC1[C@@H]3CC(C)C4=CC(=O)CC[C@]4(C)C3CC[C@@]12C (stereo partly drawn) the results were RAD54 branch -5, RAD52 inh -1, ERAP1 inh 5, PGC1a acetyl inh -11, miR-122 sensor 12, PglD inh -4 and Cneo AK release -2.
`C[C@@H]1CN([C@@H](C)CO)C(=O)Cc2cc(NS(=O)(=O)c3cn(C)cn3)ccc2O[C@H]1CN(C)CC1CCCCC1` gave E-sel inducer -0.6, RAD54 branch 4, RAD52 inh 5, ERAP1 inh 2, PGC1a acetyl inh -2, miR-122 sensor -1[16.7 µM], PglD inh 2 and Cneo AK release -10.
Screening O=C(Nc1nc(OCC(F)(F)F)cnc1/C=C\c1ccccc1)c1ccsc1 returned E-sel inducer 2.6, RAD54 branch 0, RAD52 inh 1, ERAP1 inh 1, miR-122 sensor -14, PglD inh 0 and Cneo AK release 0.
Screening O=C(Nc1ccccc1)C1Cc2c(-c3ccccc3Oc3ccccc3)ccnc2O1 (stereo not drawn) returned E-sel inducer 0.1, RAD54 branch -7, RAD52 inh -11, ERAP1 inh -4, PGC1a acetyl inh -21, miR-122 sensor -4, PglD inh -8 and Cneo AK release 1.
For O=C(Nc1ccccc1F)N[C@@H]1CC[C@@H](CCNS(=O)(=O)c2ccccc2)O[C@H]1CO the results were E-sel inducer -0.1, RAD54 branch -1, RAD52 inh 0, ERAP1 inh 7, PGC1a acetyl inh 17, PglD inh 30 and Cneo AK release 57.
Screening CC(C)NC(=O)Nc1cccc2c1O[C@H](CN(C)S(C)(=O)=O)[C@H](C)CN([C@@H](C)CO)C2=O returned E-sel inducer 0.1, RAD54 branch 9, PGC1a acetyl inh 1, miR-122 sensor -1[16.7 µM], PglD inh -2 and Cneo AK release 0.
For Cc1ccc(CN2C(=O)CCC2C(=O)NCCCN2CCOCC2)cc1 (stereo not drawn) the results were RAD54 branch -5, PGC1a acetyl inh 8, miR-122 sensor 2, PglD inh 3 and Cneo AK release 1.
CC(C)C#Cc1cnc2c(c1)C(=O)N([C@H](C)CO)C[C@@H](C)[C@H](CN(C)Cc1ccccn1)O2 was read as E-sel inducer -4.8, RAD54 branch -2, PGC1a acetyl inh 0, miR-122 sensor -3[16.7 µM], PglD inh 2 and Cneo AK release 0.
For COc1c2c(cc3ccc(=O)oc13)CCO2 the results were RAD54 branch 7, RAD52 inh -5, ERAP1 inh -1, PGC1a acetyl inh -7, miR-122 sensor -3, PglD inh 4 and Cneo AK release -4.
`Cc1cc(C)nc(SCC(=O)N2CCC(C(N)=O)CC2)n1` gave RAD54 branch -20, RAD52 inh -9, ERAP1 inh 9, PGC1a acetyl inh -3, miR-122 sensor 3, PglD inh 3 and Cneo AK release 0.
For CCOc1ccccc1N1CC(C(=O)Nc2ccccc2N2CCOCC2)CC1=O (stereo not drawn) the results were RAD54 branch -4, PGC1a acetyl inh -4, miR-122 sensor -1, PglD inh 3 and Cneo AK release -3.
`COc1ccc(C#Cc2ccc([C@H]3[C@H](CO)N4CCCCN(C(=O)Nc5ccccc5)C[C@@H]34)cc2)cc1` gave E-sel inducer 0.2, RAD54 branch 2, RAD52 inh -8, ERAP1 inh 5, PGC1a acetyl inh -28, miR-122 sensor -35[16.7 µM], PglD inh -1 and Cneo AK release -1.
`Cn1c(Cc2ccccc2)nnc1SCC(=O)NC1CC1` gave E-sel inducer -0.1, RAD54 branch -4, RAD52 inh -11, ERAP1 inh 0, miR-122 sensor -5, PglD inh -1 and Cneo AK release 0.
For CCC(=O)N1CC(=O)N2[C@H](CO)[C@H](c3ccc(C#CCc4ccccc4)cc3)[C@H]2C1 the results were E-sel inducer 0.3, RAD52 inh -8, ERAP1 inh 0 and PGC1a acetyl inh -17.
For CCC(=O)Oc1ccc(C(=O)Nc2ccc([N+](=O)[O-])cc2)cc1 the results were E-sel inducer 1.4, RAD54 branch -28, RAD52 inh -3, ERAP1 inh -2, PglD inh 3 and Cneo AK release -1.
c1ccc(N/N=C(\Cc2nc3ccccc3[nH]2)c2ccccc2)cc1 was read as E-sel inducer -0.1, RAD54 branch 3, RAD52 inh -19, ERAP1 inh 0, PGC1a acetyl inh -8, miR-122 sensor -2, PglD inh -7 and Cneo AK release -2.
Screening CC1CC(Nc2ccccc2)c2ccccc2N1C(=O)c1ccco1 (stereo not drawn) returned RAD54 branch -2, RAD52 inh -14, PGC1a acetyl inh -23, miR-122 sensor 28, PglD inh -1 and Cneo AK release -1.
For CCCSc1nc2c(cnn2-c2ccc(F)cc2)c(=O)[nH]1 the results were E-sel inducer 1.5, RAD54 branch -6, RAD52 inh -24, PGC1a acetyl inh -3, miR-122 sensor 1, PglD inh 0 and Cneo AK release 0.

Source: PubChem BioAssay
